ERb SRC1 inh – inhibitors of ERβ-SRC1 coactivator interaction, primary screen, biochemical, TR-FRET, ERβ LBD, SRC-1 peptide | TR-FRET ER-beta LBD / SRC1-Cy5 peptide binding; receptor agonist-loaded with 1 µM estradiol | 86,000 compounds, 1.3% hits | Estrogen receptor beta (Homo sapiens), Q92731 | inhibition, % at 25.6 µM;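 active = compounds whose percent inhibition of the receptor-coactivator binding signal exceeds about 50% in the single-dose screen, limit read from the data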;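 also: 0% = receptor plus peptide wells without compound and 100% = peptide-only wells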
CD11b adhes inh – inhibitors of CD11b/CD18 adhesion to fibrinogen, primary screen, K562 cells, luminescence; ATPlite luminescence; Mn2+ added to activate the integrin; Integrin beta-2 (Homo sapiens) + Integrin alpha-M (Homo sapiens), P05107+P11215; AID 1497, 2009; inhibition, % at 10 µM; 93,000 compounds, 0.54% hits;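 active = primary inhibition of 50% or more at 10 µM, then 40% or more on retest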; also: some results filed as inactive read as strong as hits
HIV Rev-RRE inh – HIV-1 Rev-RRE binding inhibitors, primary screen, biochemical, FRET, protein-RNA interaction. 97,000 compounds, 0.79% hits. P05866. Rev peptide-RRE RNA binding. inhibition, % at 8 µM. AID 704, 2007;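 active = inhibition above the screen-wide mean plus 3 SD, cut at about 35% in these data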;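 also: 0% = median DMSO wells and 100% = median Neomycin B control wells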
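System: Cy5-labelled duplex RRE RNA binding fluorescein-labelled HIV Rev peptide; Signal: fluorescein-to-Cy5 FRET, 480 nm excitation; Also added: labelled Rev peptide; Compound: one concentration, 8 µM nominal; Buffer or medium: HEPES pH 7.5 salt buffer with EDTA; Read-out: % inhibition of FRET ratio versus controls; Schedule: 5 min preincubation and 15 min binding, 25 °C.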
PLK1 inh – human PLK1 kinase inhibitors, primary screen, biochemical, TR-FRET. 97,000 compounds, 0.53% hits. recombinant PLK1 kinase, TR-FRET peptide phosphorylation. inhibition, % at 10 µM;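 active = inhibition of 50% or more in the single-concentration screen; inactive = inhibition below 50%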;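 also: 0% = DMSO max control and 100% = H-89 dihydrochloride min control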
CD11b adhes enh – enhancers of CD11b/CD18 adhesion to fibrinogen, primary screen, K562 cells, luminescence | 93,000 compounds, 0.07% hits | ATPlite luminescence | activation, % at 10 µM | AID 1499, 2009 | Integrin beta-2 (Homo sapiens) + Integrin alpha-M (Homo sapiens), P05107+P11215;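 active = 10 µM primary screen giving 50% or more activity, confirmed by 40% or more on retest at that dose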; also: strong numbers were not always called active
ERa coact pot – enhancers of ERα–SRC-1 coactivator binding, primary screen, biochemical, TR-FRET, ERα LBD, low estradiol; TR-FRET ERalpha-LBD/SRC-Cy5 coactivator binding, 2 h; 100 = basal binding, no effect; coactivator binding (% of control), % at 25.6 µM; 86,000 compounds, 1.3% hits; AID 639, 2007; in the data active = activity above about 200%;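 also: binding measured in presence of low estradiol as agonist stimulus; 0% = peptide alone without receptor and 100% = receptor with peptide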
Plk1 PBD FP – Plk1 polo box domain binding inhibitors, primary screen, biochemical, fluorescence polarization; 97,000 compounds, 0.13% hits; inhibition, %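 (tested at about 20 µM)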; AID 693, 2007; Serine/threonine-protein kinase PLK1 (Homo sapiens), P53350; Plk1 PBD phosphopeptide binding; in the data active = inhibition above about 34%, passing the limit was not always enough
ERa coact inh – ERα–SRC-1 coactivator interaction inhibitors, primary screen, biochemical, TR-FRET, ERα LBD, estradiol-bound; inhibition, % at 25.6 µM; Estrogen receptor (Homo sapiens), P03372; 86,000 compounds, 1.7% hits; TR-FRET ER-alpha LBD / SRC-1 peptide; in the data active = inhibition above about 50%;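 also: 0% = receptor plus peptide control and 100% = peptide only without receptor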
FAK blocker – FAK kinase inhibitors, primary screen, biochemical | biochemical FAK kinase activity assay | inhibition, %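 (tested at 7 µM)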 | Focal adhesion kinase 1 (Homo sapiens), Q05397 | 97,000 compounds, 0.84% hits; in the data active = inhibition above about 19%;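 also: 0% = DMSO and 100% = reference compound high control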
Target sequence (Q05397 whole entry, looked up): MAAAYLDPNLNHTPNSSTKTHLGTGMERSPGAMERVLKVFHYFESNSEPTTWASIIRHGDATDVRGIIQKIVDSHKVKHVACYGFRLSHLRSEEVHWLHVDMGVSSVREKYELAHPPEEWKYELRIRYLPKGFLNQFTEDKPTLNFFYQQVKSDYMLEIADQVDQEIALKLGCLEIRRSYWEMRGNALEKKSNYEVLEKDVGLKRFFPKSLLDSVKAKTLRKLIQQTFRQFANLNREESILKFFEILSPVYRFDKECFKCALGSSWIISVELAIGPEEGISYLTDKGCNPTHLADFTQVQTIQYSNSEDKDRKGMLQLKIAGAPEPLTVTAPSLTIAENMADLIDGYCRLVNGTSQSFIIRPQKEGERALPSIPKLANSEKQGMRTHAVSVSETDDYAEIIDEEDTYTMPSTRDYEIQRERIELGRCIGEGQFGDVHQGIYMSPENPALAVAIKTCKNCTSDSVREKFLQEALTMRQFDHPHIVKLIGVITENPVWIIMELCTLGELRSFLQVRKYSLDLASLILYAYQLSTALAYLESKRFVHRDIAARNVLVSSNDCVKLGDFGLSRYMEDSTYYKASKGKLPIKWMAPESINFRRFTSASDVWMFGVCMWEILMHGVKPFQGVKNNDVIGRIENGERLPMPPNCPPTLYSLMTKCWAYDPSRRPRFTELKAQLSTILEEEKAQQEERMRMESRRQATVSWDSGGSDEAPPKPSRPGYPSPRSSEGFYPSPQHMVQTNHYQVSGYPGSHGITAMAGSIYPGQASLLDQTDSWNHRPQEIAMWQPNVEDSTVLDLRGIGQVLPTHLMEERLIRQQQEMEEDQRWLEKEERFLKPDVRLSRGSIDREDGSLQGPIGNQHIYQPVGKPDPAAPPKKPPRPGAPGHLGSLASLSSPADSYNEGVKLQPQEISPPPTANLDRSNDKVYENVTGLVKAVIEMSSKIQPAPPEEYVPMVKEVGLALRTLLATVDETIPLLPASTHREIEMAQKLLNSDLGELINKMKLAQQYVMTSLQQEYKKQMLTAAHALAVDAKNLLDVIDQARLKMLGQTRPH
Starred values were filed as active, the others as inactive; . = not tested or not shown; [ ] = dose if it differs, or a comment.

# | Molecule | ERb SRC1 inh | CD11b adhes inh | HIV Rev-RRE inh | PLK1 inh | CD11b adhes enh
1 | Cc1ccc(NC2=C(C(=O)c3ccccc3)N(C)S(=O)(=O)c3ccccc32)cc1 | . | . | 18 | -6 | .
2 | CCN(CC)C(=O)C1CCC(C)(C(=O)O)C1(C)C (stereo not drawn) | -21[fluorescence artefact?] | -14 | 5 | -1 | 0
3 | O=c1nc(NCc2ccccc2Cl)cn[nH]1 | 2[fluorescence artefact?] | 1 | 1 | -8 | 2
4 | c1ccc2c(c1)CCN(c1nc3cc4c(cc3s1)OCO4)C2 | . | 35 | 8 | -7 | -3
5 | CCC(C)(C(=O)NC1CCCCC1)N(Cc1ccco1)C(=O)c1ccccn1 (stereo not drawn) | 3 | -4 | -1 | 0 | 1
6 | CC(C)n1c(N2CCN(C(=O)c3cccs3)CC2)nc2ccccc21 | -2[fluorescence artefact?] | -21 | 4 | -11 | -2
7 | Cc1cccc(N2CCN(C(=O)Cc3c(C(=O)O)[nH]c4ccc(Cl)cc34)CC2)c1C | . | -9 | 6 | -18 | 3
8 | COc1ccc(-c2nc(C#N)c(N3CCC(C(N)=O)CC3)o2)cc1OC | -14 | . | 6 | -11 | .

# | ERa coact pot | Plk1 PBD FP | ERa coact inh | FAK blocker
1 | . | 13 | . | 1
2 | 86 | 22 | -13 | -3
3 | 110[fluorescence artefact?] | -20 | 1 | 2
4 | . | -16 | . | 1
5 | 89 | 15 | 3 | -3
6 | 95 | 20 | 3[fluorescence artefact?] | 0
7 | . | 7 | . | -1
8 | 83[fluorescence artefact?] | -11 | -9 | 1

Brought forward from above: 4 compounds, followed by the next part.
# | Molecule | ERb SRC1 inh | CD11b adhes inh | HIV Rev-RRE inh | PLK1 inh | CD11b adhes enh
5 | CCC(C)(C(=O)NC1CCCCC1)N(Cc1ccco1)C(=O)c1ccccn1 (stereo not drawn) | 3 | -4 | -1 | 0 | 1
6 | CC(C)n1c(N2CCN(C(=O)c3cccs3)CC2)nc2ccccc21 | -2[fluorescence artefact?] | -21 | 4 | -11 | -2
7 | Cc1cccc(N2CCN(C(=O)Cc3c(C(=O)O)[nH]c4ccc(Cl)cc34)CC2)c1C | . | -9 | 6 | -18 | 3
8 | COc1ccc(-c2nc(C#N)c(N3CCC(C(N)=O)CC3)o2)cc1OC | -14 | . | 6 | -11 | .
9 | Cc1noc(C)c1S(=O)(=O)N1CCN(Cc2ccc3c(c2)OCO3)CC1 | -2 | -6 | 1 | -14 | 0
10 | Cc1ccc(CNC(=O)c2ccccc2CCc2ccccc2)cc1 | . | 8 | 12 | -12 | 0
11 | c1ccc(CNc2c3c(nc4ncnn24)CCCC3)nc1 | 18 | -44 | 10 | -15 | 4
12 | Nn1c(COc2ccccc2)nnc1SC(F)F | -5 | -1 | 1 | 2 | 2
13 | CC(Sc1nnc(N)s1)c1ccccc1Cl (stereo not drawn) | -3 | -2 | 1 | -13 | -3
14 | Nc1ccccc1C(=O)N(Cc1ccccc1)Cc1ccccc1 | -10 | . | 16 | -10 | .
15 | O=c1c2ccccc2nnn1Cc1ccccn1 | -1 | -5 | 7 | -7 | -3
16 | CN(c1ccc(C(=O)O)cc1)S(=O)(=O)c1ccc(Cl)cc1 | -11 | -28 | 6 | -15 | -2

# | ERa coact pot | Plk1 PBD FP | ERa coact inh | FAK blocker
5 | 89 | 15 | 3 | -3
6 | 95 | 20 | 3[fluorescence artefact?] | 0
7 | . | 7 | . | -1
8 | 83[fluorescence artefact?] | -11 | -9 | 1
9 | 88 | 13 | -12 | -1
10 | . | 8 | . | 0
11 | 93 | -18 | 18 | -1
12 | 124 | 9 | -9 | 1
13 | 124 | -5 | -9 | -10
14 | 112 | 24 | -3 | -1
15 | 101 | 20 | -9 | 8
16 | 100 | -12 | 4 | -2

Next section:
# | Molecule | ERb SRC1 inh | CD11b adhes inh | HIV Rev-RRE inh | PLK1 inh | CD11b adhes enh
17 | CC(=O)OCP(C)(=O)COC(C)=O | 7 | -11 | 4 | -12 | 1
18 | COC(=O)C(Cc1c[nH]c2ccccc12)NC(=O)C(C)C (stereo not drawn) | -8 | -2 | -1 | -10 | 3
19 | COc1ccc(CCN(C(=O)c2ccc(F)cc2)C2=CC3CCC(C2)N3C)cc1OC (stereo not drawn) | -5 | -5 | . | . | -1
20 | O=C(CN1CCN(c2ccccn2)CC1)Nc1ccc(F)cc1 | -10 | -16 | -4 | -1 | 1
21 | CCOC(=O)c1cccc(NC(=O)C2CCCN2S(=O)(=O)c2cccc3cccnc23)c1 (stereo not drawn) | 14 | -14 | 4 | -13 | 4
22 | CCc1nc2oc3ccccc3c(=O)c2c(=O)n1-c1ccccc1 | -14 | -16 | -4 | -8 | 2
23 | CCOC(=O)c1c(-c2ccc(C)o2)csc1NC(=O)COC(=O)c1cccs1 | -5 | . | 4 | -9 | .
24 | CCn1cc(C(=O)NCCCOC)c(=O)c2cc(S(=O)(=O)N(C)C)ccc21 | 3 | . | 2 | -3 | .

# | ERa coact pot | Plk1 PBD FP | ERa coact inh | FAK blocker
17 | 109 | 5 | -6 | 1
18 | 106 | 43 | -1 | -5
19 | 125 | . | -3 | .
20 | 99 | 9 | 3 | -2
21 | 80 | 43 | 1 | 7
22 | 112 | -2 | 1 | 1
23 | 130[fluorescence artefact?] | 9 | -1 | 1
24 | 106 | -4 | 4 | 4

New compounds follow:
# | Molecule | ERb SRC1 inh | CD11b adhes inh | HIV Rev-RRE inh | PLK1 inh | CD11b adhes enh
25 | Cc1cc2ccccc2c(=O)n1CC(=O)Nc1ccc2c(c1)OCCO2 | -15 | -7 | 6 | -2 | -4
26 | COc1ccc(C(CNC(=O)c2ccc(-n3cnnn3)cc2)N2CCOCC2)cc1 (stereo not drawn) | -4 | -6 | 12 | -4 | -4
27 | Cn1c(SCC(=O)Nc2nc3ccccc3s2)nnc1-c1ccccc1 | 22 | -20 | 4 | -26 | 53
28 | O=C(CN1CCN(C(=O)c2cccc(F)c2)CC1)NC1CCCCC1 | -6[fluorescence artefact?] | -10 | -1 | -11 | -5
29 | Cc1ccc2nc(N/N=C/c3ccccc3C#N)nc(-c3ccccc3)c2c1 | . | . | 7 | -6 | .
30 | O=C(Cn1nnc(-c2cc(Cl)ccc2-n2cnnn2)n1)N1CCCc2ccccc21 | 3 | -12 | 11 | 6 | 4
31 | O=C(Nc1ccc2c(c1)OCCO2)NC1(C(F)(F)F)Oc2ccccc2O1 | 7 | 0 | 0 | -11 | -1
32 | O=C(CSc1ccc(Cl)cc1)Nn1cnnc1 | 10 | 4 | 7 | -9 | 1

# | ERa coact pot | Plk1 PBD FP | ERa coact inh | FAK blocker
25 | 99 | 19 | -7 | -3
26 | 105 | 23 | 5 | 5
27 | 178 | -6 | 23 | 4
28 | 102[fluorescence artefact?] | 8 | 2[fluorescence artefact?] | 3
29 | . | 1 | . | 6
30 | 98[fluorescence artefact?] | -6 | 1 | 0
31 | 112 | 3 | 0 | 0
32 | 76 | -13 | 12 | 1

Following part.
# | Molecule | ERb SRC1 inh | CD11b adhes inh | HIV Rev-RRE inh | PLK1 inh | CD11b adhes enh
33 | CCOC(=O)C1CCN(Cc2ccc(N(C)C)cc2)CC1 | -6 | -20 | . | . | 0
34 | CCCCNC(=O)COC(=O)c1ccc(Cl)c(S(=O)(=O)N2CCCC2)c1 | . | 1 | 0 | -5 | -1
35 | O=C(CNc1ccccc1)N/N=C/c1cc([N+](=O)[O-])ccc1N1CCCC1 | . | -6 | -1 | -2 | -2
36 | CCCOc1cccc(C2/C(=C(/O)c3ccc(F)cc3)C(=O)C(=O)N2CCN(C)C)c1 (stereo not drawn) | 0 | -20 | 4 | -15 | 2
37 | CC(C)(C)c1ccc(S(=O)(=O)NCc2ccc(C(=O)N3CCCC3)cc2)cc1 | 2[fluorescence artefact?] | -11 | 5 | -8 | -4
38 | NC(=O)C1CCC(NC(=O)OCc2ccccc2)CC1 (stereo not drawn) | -3 | -8 | 11 | -10 | 3
39 | CCOC(=O)c1c(C)oc2cc(Br)c(OC)cc12 | 3[fluorescence artefact?] | 2 | 5 | -15 | -1
40 | CCOC(=O)CCN(Cc1cccs1)S(=O)(=O)c1ccc(Cl)cc1 | . | -2 | 10 | -10 | 0

# | ERa coact pot | Plk1 PBD FP | ERa coact inh | FAK blocker
33 | 110 | . | -6 | .
34 | . | -5 | . | 1
35 | . | -14 | . | 1
36 | 107 | 9 | 8 | 1
37 | 108 | -18 | 3[fluorescence artefact?] | -2
38 | 122 | -15 | -3 | -1
39 | 115 | 11 | 3 | -5
40 | . | 1 | . | 0

(more compounds)
# | Molecule | ERb SRC1 inh | CD11b adhes inh | HIV Rev-RRE inh | PLK1 inh | CD11b adhes enh
41 | O=c1[nH]c(NCCO)nc2c1C1(CCCC1)Cc1ccccc1-2 | 44 | . | 5 | -10 | .
42 | COc1ccc(NC(=O)C2CC(=O)n3ncnc3N2)cc1 (stereo not drawn) | . | -14 | 7 | -5 | -6
43 | Cc1ccccc1-n1c(=O)/c(=C\c2ccco2)s/c1=C(/C#N)C(=O)Nc1ccccc1 | 4 | -17 | 3 | -13 | 12
44 | CC(=O)c1cnc2cc(-c3ccc(C)cc3)nn2c1C | -4 | . | 3 | -10 | .
45 | O=C(CCn1nc(-c2ccc(Cl)cc2)c2ccccc2c1=O)NCCN1CCOCC1 | -6 | 6 | 3 | -13 | 1
46 | COCCn1nnnc1CN1CCN2CCCC2C1 (stereo not drawn) | -5 | 2 | -1 | 3 | 2
47 | COCCn1c(SCC(=O)Nc2ccc(S(N)(=O)=O)cc2)nc2ccccc21 | . | 0 | 3 | -11 | -3
48 | Cc1ccc(C(=O)OCc2cn3ccccc3n2)cc1 | -6 | -4 | . | . | 2

# | ERa coact pot | Plk1 PBD FP | ERa coact inh | FAK blocker
41 | 87 | 10 | 0 | 5
42 | . | -19 | . | -2
43 | 109 | 16 | -5 | 1
44 | 122 | 5 | 7 | 3
45 | 98 | -29 | -3 | 3
46 | 115 | 13 | 0 | -3
47 | . | 13 | . | 1
48 | 113 | . | -7 | .

(listing goes on)
# | Molecule | ERb SRC1 inh | CD11b adhes inh | HIV Rev-RRE inh | PLK1 inh | CD11b adhes enh
49 | Cc1ccc(C(C(=O)NCc2ccco2)N(C(=O)CNC(=O)c2cccs2)c2ccc(C)cc2)cc1 (stereo not drawn) | . | . | -4 | -9 | .
50 | O=C(NCCSc1ccccc1)c1cncc(Br)c1 | 3[fluorescence artefact?] | -13 | -1 | -2 | -4
51 | CCOCCCN1CC(C(=O)NCCc2ccccc2)CC1=O (stereo not drawn) | 1 | 8 | 7 | -11 | 0
52 | CC1(C)CC(=O)C=C(Nc2ccc(OCC(F)(F)C(F)F)cc2)C1 | -9 | -3 | 1 | -4 | 1

# | ERa coact pot | Plk1 PBD FP | ERa coact inh | FAK blocker
49 | . | 15 | . | 3
50 | 118 | -15 | 5[fluorescence artefact?] | 1
51 | 104 | 13 | -1 | 7
52 | 102 | 6 | -10 | 0

Assay outcomes: PubChem BioAssay, several laboratories
